CXCR6 block – CXCR6 receptor inhibitors, primary screen, cell-based, beta-arrestin, luminescence, CHO-K1 PathHunter, 1536-well | C-X-C chemokine receptor type 6 (Homo sapiens), O00574 | inhibition, % at 20 µM | actives 0.36% (n = 360,000) | AID 602244, 2012; in the data active = inhibition above about 34%, passing the limit was not always enough;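 also: antagonist mode with CXCL16 agonist at 10 nM final; 0% = 10 nM CXCL16 with DMSO and 100% = unstimulated wells without agonist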
Target sequence (O00574 whole entry, looked up): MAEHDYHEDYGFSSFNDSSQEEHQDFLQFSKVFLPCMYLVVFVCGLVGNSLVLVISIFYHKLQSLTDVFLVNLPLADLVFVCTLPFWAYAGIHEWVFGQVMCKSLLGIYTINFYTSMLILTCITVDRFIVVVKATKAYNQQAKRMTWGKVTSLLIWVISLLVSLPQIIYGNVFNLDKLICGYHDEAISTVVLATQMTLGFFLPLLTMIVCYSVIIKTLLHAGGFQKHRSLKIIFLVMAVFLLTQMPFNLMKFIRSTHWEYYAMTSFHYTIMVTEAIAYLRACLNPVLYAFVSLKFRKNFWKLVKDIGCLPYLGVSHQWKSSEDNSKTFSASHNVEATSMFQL
EBI2 antag – EBI2 receptor antagonists, beta-arrestin recruitment, primary screen, cell-based, luminescence, 7a,25-OHC stimulation, uHTS; G-protein coupled receptor 183 (Homo sapiens), P32249; 7a,25-OHC stimulated; inhibition, % at 5 µM; actives 0.81% (n = 360,000); AID 651636, 2012; in the data active = inhibition above about 38%;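 also: enzyme fragment complementation signal reports receptor beta-arrestin coupling in cells; 0% = agonist plus DMSO wells and 100% = wells without agonist; some results beyond the cut were filed as inactive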
Target sequence (P32249 whole entry, looked up, the tested form may be a part): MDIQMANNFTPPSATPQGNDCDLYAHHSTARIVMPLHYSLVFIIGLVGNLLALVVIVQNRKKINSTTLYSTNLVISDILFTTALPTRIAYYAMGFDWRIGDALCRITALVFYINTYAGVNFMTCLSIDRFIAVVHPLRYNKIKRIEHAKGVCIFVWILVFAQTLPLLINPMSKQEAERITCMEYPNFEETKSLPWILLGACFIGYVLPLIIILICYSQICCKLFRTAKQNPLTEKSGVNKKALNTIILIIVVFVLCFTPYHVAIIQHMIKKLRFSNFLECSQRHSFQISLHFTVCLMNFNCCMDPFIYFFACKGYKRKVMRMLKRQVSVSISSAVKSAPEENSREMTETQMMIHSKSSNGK
Gli-Sufu block – Gli-Sufu pathway antagonists, primary screen, luciferase luminescence, Sufu-KO-LIGHT cells, uHTS | actives 0.74% (n = 340,000) | Sufu-KO-LIGHT fibroblasts, Gli luciferase reporter luminescence | AID 588413, 2011 | inhibition, % at 5 µM;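 active = inhibition above about 55%, limit read from the data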;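 also: 0% = DMSO-treated cells and 100% = wells with medium but no cells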
A3G deaminase – APOBEC3G DNA deaminase inhibitors, primary screen, biochemical, fluorescence, single-stranded DNA substrate, uHTS; recombinant A3G, ssDNA deamination FAM/TAMRA fluorescence; AID 493012, 2011; inhibition, % at 20 µM; DNA dC->dU-editing enzyme APOBEC-3G (Homo sapiens), Q9HC16; actives 0.28% (n = 330,000);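 active = inhibition of at least 40% at 20 µM, with no more than 30% in the related APOBEC3A deaminase screen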;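 also: plate controls were DMSO wells with A3G for no effect and wells lacking A3G enzyme for full effect; some compounds called inactive have numbers as strong as hits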
GRIN3A LBD mod – binders of NR3A ligand-binding domain, primary screen, biophysical, differential scanning fluorimetry, uHTS | Glutamate receptor ionotropic, NMDA 3A (GRIN3A) ligand-binding domain | NR3A LBD differential scanning fluorimetry, Tm shift; 0% = protein alone, 100% = glycine-bound protein | Tm shift relative to glycine control, % at 25 µM | actives 2.5% (n = 340,000) | AID 1259313, 2017;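 active = melting temperature shift of at least 10% of the positive control shift, at one fixed dose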
MPTP inh – mitochondrial permeability transition pore inhibitors, primary screen, biochemical, isolated mouse mitochondria, absorbance | actives 1.4% (n = 360,000) | Ca2+ swelling absorbance, 30 min | inhibition, % at 10 µM | AID 602449, 2012;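 active = inhibition of 50% or more, scaled per plate between neutral and stimulator controls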;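 also: 0% = DMSO wells given calcium and 100% = 1 mM EGTA wells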
CCR6 antag – CCR6 receptor antagonists, primary screen, cell-based, CHO-K1, luminescence, beta-arrestin, uHTS. C-C chemokine receptor type 6 (Homo sapiens), P51684. CHO-K1 CCR6 PathHunter beta-arrestin, CCL20-stimulated. inhibition, % at 20 µM. actives 0.49% (n = 340,000). AID 493098, 2011;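 active = compounds whose inhibition of the agonist-driven luminescence signal at 20 µM reaches about 50%, limit read from the data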;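 also: cells stimulated with CCL20 at 14 nM final; plate controls were DMSO with CCL20 for no effect and DMSO without agonist for full effect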
A3A deaminase – APOBEC3A ssDNA deaminase inhibitors, primary screen, selectivity assay for APOBEC3G inhibitor project, biochemical, FAM/TAMRA oligo cleavage fluorescence; AID 493011, 2011; actives 0.41% (n = 330,000); recombinant A3A, FAM/TAMRA ssDNA deamination fluorescence; inhibition, % at 20 µM;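 active = at least 40% inhibition at 20 µM here, with at most 30% in a related deaminase screen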;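 also: plate controls were A3A with DMSO for no effect and wells lacking A3A enzyme for full effect; some results filed as inactive read as strong as hits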
Target sequence (P31941 whole entry, looked up): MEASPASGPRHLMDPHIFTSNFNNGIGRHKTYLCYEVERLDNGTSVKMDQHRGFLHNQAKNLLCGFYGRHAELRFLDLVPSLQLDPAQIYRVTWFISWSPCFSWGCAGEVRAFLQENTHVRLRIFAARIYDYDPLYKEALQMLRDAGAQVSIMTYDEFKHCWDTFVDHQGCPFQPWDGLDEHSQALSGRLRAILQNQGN
Active calls of the source: *; nt = no result given; & = joins results of further samples.

The line under a structure holds: CXCR6 block, EBI2 antag, Gli-Sufu block, A3G deaminase, GRIN3A LBD mod, MPTP inh, CCR6 antag, A3A deaminase
1) CCOC(=O)c1c(NC(=O)CN2C(=O)NC3(CCCC3)C2=O)sc(C)c1CC
 : 10, 1, -2, -10, 1, -1.0, 22, -1
2) CCOc1ncccc1C(=O)N(CC)CC(=O)Nc1ccc(NC(C)=O)cc1
 : -10, -12, -7, -3, 1, -0.1, 7, -3
3) COc1ccc(COCC(O)CN2CCOCC2)cc1OC (centres undefined)
 : -17, 1, -7, -5, -1, -2.8, -6, -3
4) Cc1ccc(S(=O)(=O)N2CCOCC2)cc1C(=O)OCC(=O)NC1CCCC1
 : 8, -8, 0, -6, 0, -2.0, 8, -1
5) Cc1nn(C(=O)/C(C#N)=C/N(C)C)c(C)c1C
 : 3, 5, 7, -9, -1, -1.3, -7, 0
6) O=c1c2ccccc2c(C=Nc2ccc(S(=O)(=O)N3CCCCC3)cc2)c(O)n1-c1ccc(Cl)cn1
 : -10, -15, 6, -9, -11, -7.8, 14, -2
7) Cc1cc(C)n(CNc2nc(C(F)(F)F)cs2)n1
 : 12, -10, -12, -1, 1, 0.4, -7, 3
8) O=C(Nc1ccccc1)/C(=C/c1cccc(Br)c1)NC(=O)c1ccco1
 : -2, -5, 1, 1, -3, 2.2, 9, 0
9) COc1ccc(Nc2oc(-c3ccccc3Cl)nc2C#N)cc1
 : -4, 4, -12, -9, -15, 0.4, 11, -1
10) Cc1ccnc(NC(=O)c2oc3ccccc3c2C)c1
 : -4, 11, -80, 15, 0, -0.6, 16, 4
11) Cc1ccnc2nc(NC(=O)c3ccco3)nn12
 : 2, 1, -18, -4, -2, -0.7, -4, -4
12) O=C1CN=C(Nc2ccccc2Cl)N1Cc1ccc2c(c1)OCO2
 : 1, -3, 1, -1, 3, 0.4, 1, 96*
13) CCCSC(=S)NC1CCS(=O)(=O)C1 (centres undefined)
 : -3, -2, -12, -5, 0, 0.3, 16, -2
14) CCn1c(SCc2nc(N)nc(N3CCCCC3)n2)nc2c1c(=O)n(C)c(=O)n2C
 : -2, -7, 6, -2, -2, 0.6, -12, -4
15) O=C(N/C(=C\c1ccco1)C(=O)N1CCOCC1)c1ccc([N+](=O)[O-])cc1
 : 3, -9, 24, -4, 1, -1.4, -1, -3
16) Cc1ccc(NC(=O)C(=O)NCCCN2CCCC2=O)c(C)c1
 : 0, 0, -22, -7, 0, 0.0, 12, -2
17) Cc1nn(-c2ccccc2)c2sc(C(=O)OCc3nnc(-c4ccccc4)o3)cc12
 : 8, 7, 4, 2, 4, 1.0, 13, 6
18) CCN(CC)CCOC(=O)c1cccc(OC)c1
 : 3, -1, -2, 0, -2, -1.8, 18, -1
19) O=C(CSc1cn(CC(=O)N2CCCC2)c2ccccc12)NCC1CCCO1 (centres undefined)
 : -1, -2, 2, -10, 0, -0.6, -11, 2
20) O=C(O)C1CC=CCC1C(=O)Nc1ccccc1C(=O)N1CCN(c2ccc(F)cc2)CC1 (centres undefined)
 : 7, -13, 1, 0, 1, 1.0, -2, 4
21) Cn1c(=O)c2c(nc(N/N=C/c3cccs3)n2Cc2ccc(Br)cc2)n(C)c1=O
 : 2, 11, 32, -6, 2, 18, 5, 3
22) Cc1ccccc1CN(c1ccc(C(=O)N2CCc3ccccc3C2)cc1)S(C)(=O)=O
 : -2, 11, 8, -2, 3, 8.2, 13, 0
23) COc1ccc(CCNC(=O)c2ccccc2NC(=O)CN2CCN(c3ccccc3O)CC2)cc1
 : 5, -3, 19, -1, -5, -1.5, 1, -5
24) COc1ccc(-c2cc(C(F)(F)F)n3nc(C(=O)N4CCCC4)cc3n2)cc1
 : 5, 8, 2, -3, -5, 2.5, 8, 0
25) Cc1cccc(CSc2nc3c(c(-c4cccs4)c2C#N)CN(C)CC3)c1
 : 14, -24, -12, -4, -5, -0.3, 18, -1
26) COC1=C(OC)c2ccccc2C(C(=O)O)N/C1=C(/C)Nc1ccncc1 (centres undefined)
 : 3, 3, -11, -2, -1, -0.3, -4, 5
27) CC(=O)Nc1ccc(S(=O)(=O)N2CCCN(S(=O)(=O)c3ccc(NC(C)=O)cc3)CC2)cc1
 : -10, -12, 1, -4, 11*, 1.6, -5, -3
28) COC(=O)C1CCN(C(=O)C23CCC(C)(C(=O)O2)C3(C)C)CC1 (centres undefined)
 : -1, -1, 7, -1, 1, 1.3, 0, 0
29) Cc1ccc(NC(=O)c2cc3nc(C)cc(C)n3n2)cc1
 : 0, -11, -56, 2, 0, 0.1, -3, 7
30) Cc1cccc(C(=O)NCCCNC(=O)c2ccc(C)nc2)c1
 : -8, -1, -8, -6, 0, 0.6, 16, -3
31) Cc1ccc(S(=O)(=O)N2c3ccc(S(N)(=O)=O)cc3CC2C)cc1 (centres undefined)
 : 5, 4, 2, -1, 2, 3.1, 11, 0
32) CC(=O)N1CCN(CCN2C(C)=CC(=C(C#N)C#N)C=C2C)CC1
 : -3, 1, -3, -3, -1, -4.0, 14, -2
33) COc1cc2c(cc1NS(=O)(=O)N1CCCCC1)oc1ccccc12
 : 15, 14, -9, -1, -10, -2.9, 7, 7
34) CC(C)COc1cc(=O)[nH]c(SCC(C)C)n1
 : -9, 22, -1, -1, 1, 6.1, 1, 1
35) NC(=O)N1c2ccccc2C=Cc2ccccc21
 : -1&-4, -2&-9, -9&-6, 2&-10, 3&2, 1.3&0.1, -1&-9, 4&-5
36) Cc1cccc(C(=O)Nc2cc(=O)n(C)c(=O)n2C)c1
 : 1, -9, 2, -6, -1, 0.9, -7, -4
37) CCCCc1c(C)[nH]c(=S)[nH]c1=O
 : -7, 1, -1, -6, -1, -1.0, -12, -6
38) CC(Sc1nnnn1C1CC1)C(=O)N1c2ccccc2NC(=O)C1(C)C (centres undefined)
 : -3, -9, -13, -8, 0, -0.6, 4, -5
39) COc1ccc(C)cc1N(C(=O)c1ccccc1)c1nc2ccccc2s1
 : 10, 10, 3, -2, 1, 2.0, 6, 8
40) CN(/N=C/c1ccc(N(C)C)cc1)C1=NS(=O)(=O)c2ccccc21
 : 12, 8, 29, -13, nt, 0.5, 7, -6
41) CNC(=O)COc1ccc(C=O)cc1OC
 : -9, -10, 5, -1, -5, 10, 16, 3
42) CN(Cc1ccccc1)C(=O)c1nc[nH]c1C(=O)N(C)Cc1ccccc1
 : 2, 1, -1, -6, 0, -1.2, 4, -3
43) COc1cc(C(=O)Nc2ccc(S(=O)(=O)N3CCCCC3)cc2)ccc1OCC(=O)N1CCOCC1
 : 0, 1, 5, nt, 0, -3.5, 15, nt
44) CN(CC(=O)Nc1n[nH]c(=S)s1)S(=O)(=O)c1cccc2cccnc12
 : -16, -1, 7, 75*, 7, -1.6, 0, -5
45) CC(C)[C@H](NC(N)=O)C(=O)NNC(=O)COc1cccc(C(F)(F)F)c1
 : -1, -11, 6, -2, 4, 2.6, 0, 26
46) CCOc1ccc(CNC(=O)CCCc2cn(C)c3ccccc23)cc1
 : -4, 7, 5, -4, -1, 1.0, 13, -5
47) CCOc1ccc(-c2c(C(=O)N/N=C(\C)c3ccccc3OC)nnn2-c2nonc2N)cc1
 : 10, 15, -17, -1, -1, -1.8, 25, 0
48) Cc1ccc2c(CN3CCN(Cc4ccccc4)CC3)cc(=O)oc2c1
 : 2, -1, 1, -2, -1, -0.8, 12, 0
49) Cc1ccc(S(=O)(=O)N2CCN(CC(=O)N/N=C/c3ccccc3OCC(=O)O)CC2)cc1
 : nt, nt, -8, -5, -2, nt, -4, -1
50) CCN(CC)C(=O)c1cn(C)c(=O)c2cc(OC)c(OC)cc12
 : 0, -8, -12, -1, -1, 0.3, 1, -2
51) CCOC(=O)C1=C(C)N(CCCC(=O)O)C(=O)NC1C(CC)CC (centres undefined)
 : 4, 1, 6, -10, 4, -1.8, 1, -2
52) C/C(=N\NC(=O)CCC(=O)Nc1ccc(C)c(C)c1)c1cccs1
 : 0, 2, 3, -4, -1, -0.9, 3, 2
53) O=C(NCC1CCCN1S(=O)(=O)c1cccs1)c1ccc(F)cc1 (centres undefined)
 : 5, 4, 2, -11, 0, -1.8, 16, -6
54) CCCCc1nc(NCCNC(=O)c2ccccc2)c(C#N)c2c1CSC(C)(C)C2
 : 0, 15, 7, 3, -8, 2.2, 14, -3
55) Cc1c(NC=C(C#N)C#N)c(=O)n(-c2ccccc2)n1C
 : 0, -5, -1, -3, -1, -1.5, -2, -1
56) Cc1ccc(S(=O)(=O)N2CCCCC2CCNC(=O)C(=O)NCc2ccncc2)cc1 (centres undefined)
 : -2, -2, 18, 7, -2, 0.5, 16, 1
57) CC(C)CC1(C)NC(=O)N(Cc2cc([N+](=O)[O-])cc3c2OCOC3)C1=O (centres undefined)
 : 6, 15, -2, -4, -2, 1.1, 8, 20
58) Cc1ccc(N(Cc2cc(=O)[nH]c3ccccc23)C(=O)CCl)cc1
 : -1, -6, 6, -6, 2, -0.5, -2, -3
59) O=C(NCCOc1ccccc1)c1ccccc1[N+](=O)[O-]
 : 6, 0, -7, -2, 5, -0.4, 3, 0
60) Clc1ccc(-c2nnc(NCCN3CCCC3)c3ccccc23)cc1
 : 6, -6, -11, -6, 0, 1.3, 19, 1

Further records:
The line under a structure holds: CXCR6 block, EBI2 antag, Gli-Sufu block, A3G deaminase, GRIN3A LBD mod, MPTP inh, CCR6 antag, A3A deaminase
61) O=S(=O)(O)c1cccnc1SCc1ccccc1
 : 0, -8, 49, 3, 1, -0.8, -22, 5
62) COc1cccc(N/C=C/c2onc(C)c2[N+](=O)[O-])c1
 : 12, 5, -97, -2, -2, 0.9, 18, -2
63) C1CCC(c2nn3c(-c4n[nH]c5c4CCC5)nnc3s2)CC1
 : 4, 7, -4, -4, -2, -5.0, 11, 0
64) O=C1c2ccccc2[C@@H]2C[C@@H](O)[C@H](Nc3cccc4ccccc34)CCN12
 : -4, -8, -3, 2, 0, -0.8, 24, 5
65) O=[N+]([O-])c1cc2oc3c(c2c(C=NCc2ccccc2)c1O)CCCC3
 : 44*, 8, 1, -1, -2, -0.4, 46, 9
66) CC(=O)Nc1ccc(NC(=O)c2cc(-c3ccccc3)nc3ccccc23)cc1
 : 10, -9, -25, -8, -2, 1.1, 0, -10

CXCR6 block, hit marks shown above.
no. | SMILES | CXCR6 block | EBI2 antag | A3G deaminase | GRIN3A LBD mod | MPTP inh | CCR6 antag | A3A deaminase
65 | O=[N+]([O-])c1cc2oc3c(c2c(C=NCc2ccccc2)c1O)CCCC3 | 44* | 8 | -1 | -2 | -0.4 | 46 | 9
